Assay outcomes as filed in PubChem BioAssay.
ZTA counter: blocks Epstein-Barr virus ZTA, an EBNA-1 counter-screen; AID 2234; inhibition, % at 11 µM; P03206; 0.15% of 320,000 active; ZTA-DNA binding, fluorescence polarization; in the data active means inhibition above about 33%
Target sequence (P03206 whole entry, looked up): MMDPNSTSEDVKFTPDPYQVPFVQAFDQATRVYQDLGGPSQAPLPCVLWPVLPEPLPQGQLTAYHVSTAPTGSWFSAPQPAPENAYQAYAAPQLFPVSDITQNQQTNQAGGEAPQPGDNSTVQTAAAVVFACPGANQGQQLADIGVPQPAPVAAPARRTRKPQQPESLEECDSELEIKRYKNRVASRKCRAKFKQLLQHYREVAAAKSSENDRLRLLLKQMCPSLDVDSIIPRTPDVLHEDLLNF
Yeast superoxide: yeast age-related superoxide inhibition as caloric restriction mimetic; 0.18% of 330,000 active; superoxide response (% of plate mean), % at 10 µM; AID 2690; S. cerevisiae aged cells, superoxide DHE fluorescence; active compounds read low;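 active means superoxide response under a set limit, about three screen SD below normal, cut at about 65% in these data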;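 further: yeast aged for seven days with compound at 30 °C before DHE staining; 100% = average MFI of all compound-treated wells on the plate with controls excluded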
MCL1 BIM primary: disrupts human MCL1 binding to BIM-BH3 peptide; inhibition, % at 10.9 µM; 0.68% of 320,000 active; GST-MCL1 / FITC-Bim-BH3 fluorescence polarization; Q07820;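 active means inhibition above the mean inhibition of all tested compounds plus 3 SD, set per campaign, cut at about 40% in these data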;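 further: 0% = DMSO wells and 100% = unlabeled Bim-BH3 peptide control; higher means more loss of mP so more displacement of Bim peptide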
Fam108B counter: blocks mouse Fam108B hydrolase in RBBP9 counter-screen; recombinant Fam108B, FP-Rh probe fluorescence polarization; inhibition, % at 9.51 µM; 0.33% of 300,000 active;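 active means inhibition above the screen mean inhibition plus 3 SD, computed separately per campaign, cut at about 18% in these data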;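 further: inhibitors lower polarization as less probe binds the enzyme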
EBNA-1 inh: blocks EBNA-1 binding to DNA; 0.34% of 300,000 active; AID 1950; EBNA-1 DNA binding, fluorescence polarization; inhibition, % at 14.8 µM; in the data active means inhibition above about 28%
MEX-5 binding: C. elegans MEX-5 TCR-2 RNA binding activity | Q9XUB2 | MEX-5/FITC-TCR2 RNA binding, fluorescence polarization; active compounds read low | activity score (negative = inhibition of binding), % at 10 µM | 0.38% of 300,000 active;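 active means inhibition past about -25% in most replicates, and total fluorescence under double the plate's negative control median, limit read from the data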;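 further: 0% = DMSO and -100% = 5 µM competing unlabeled TCR2 RNA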
GLD-1 TGE inh: GLD-1-TGE RNA interaction inhibition (C. elegans); Q17339; purified GLD-1 + fluorescein TGE RNA, fluorescence polarization; inhibition, % at 5.96 µM; 0.44% of 320,000 active;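 active means percent inhibition above a per-plate cutoff, the plate mean of test compounds plus 3 SD, cut at about 30% in these data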;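 further: 0% = DMSO wells with GLD-1 and probe and 100% = wells lacking GLD-1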
Target sequence (Q17339 whole entry, looked up): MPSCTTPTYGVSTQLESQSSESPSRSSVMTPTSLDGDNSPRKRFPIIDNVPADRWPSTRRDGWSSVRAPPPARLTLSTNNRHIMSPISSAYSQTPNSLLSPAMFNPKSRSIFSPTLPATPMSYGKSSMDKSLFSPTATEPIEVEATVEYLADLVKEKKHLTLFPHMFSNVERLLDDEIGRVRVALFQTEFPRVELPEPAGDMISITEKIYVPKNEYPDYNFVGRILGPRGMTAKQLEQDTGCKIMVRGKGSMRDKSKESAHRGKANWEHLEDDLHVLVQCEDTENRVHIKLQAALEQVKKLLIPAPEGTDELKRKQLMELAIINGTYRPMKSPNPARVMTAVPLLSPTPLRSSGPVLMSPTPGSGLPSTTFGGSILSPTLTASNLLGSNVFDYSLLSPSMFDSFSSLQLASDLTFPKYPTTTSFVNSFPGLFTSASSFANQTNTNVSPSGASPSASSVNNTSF
BCLXL inh: Bcl-xL (human) inhibition. GST-Bcl-xL / FITC-Bim BH3 peptide fluorescence polarization. 0.7% of 320,000 active. Q07817. inhibition, % at 10.9 µM;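 active means inhibition above the mean of all tested compounds plus 3 SD, cutoff set per campaign, cut at about 30% in these data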;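 further: 0% = DMSO wells and 100% = unlabeled Bim-BH3 peptide competitor; inhibitors lower millipolarization by displacing the labeled peptide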
Target sequence (Q07817 whole entry, looked up): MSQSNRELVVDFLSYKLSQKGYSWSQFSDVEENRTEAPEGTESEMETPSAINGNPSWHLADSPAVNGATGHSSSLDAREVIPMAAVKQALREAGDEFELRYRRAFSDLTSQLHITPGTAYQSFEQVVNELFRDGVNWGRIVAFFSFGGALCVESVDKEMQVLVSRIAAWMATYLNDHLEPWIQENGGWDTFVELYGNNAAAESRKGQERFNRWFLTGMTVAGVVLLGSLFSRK
Efflux pump mplx: blocks antifungal efflux pumps in multiplex yeast assay. S. cerevisiae Candida pump triplex, Nile Red efflux. 0.44% of 330,000 active. inhibition, % at 10 µM;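 active means plate passing quality check with inhibition over a set limit, or well fluorescence over plate mean plus 4 SD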;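 further: Nile Red retained in pooled yeast measured as flow cytometry median fluorescence; 0% = buffer negative control and 100% = Enniatin B positive control; higher means more Nile Red kept so more efflux inhibition; some compounds called inactive have numbers as strong as hits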
Numbers without * were called inactive; . = no result given.

structure	ZTA counter	Yeast superoxide	MCL1 BIM primary	Fam108B counter	EBNA-1 inh	MEX-5 binding	GLD-1 TGE inh	BCLXL inh	Efflux pump mplx
Cc1ccc(CN2CCSc3ccc(C(=O)NC4CCCC4)cc32)cc1	-5	101	-3	2	-3	-2.0	9	3	0.2
CCOC(=O)c1ccc(NC(=S)N(CCCN2CCCC(C)C2)Cc2cccs2)cc1 (stereo not drawn)	-12	103	-1	0	-4	1.3	4	1	-0.3
CCC(C)[C@H](NC(=O)N1CCn2c1nc1ccccc12)C(=O)NCCc1ccc(OC)c(OC)c1 (stereo partly drawn)	4	81	-1	-5	6	-0.6	-3	-1	-0.6
COc1ccccc1C(O)Cc1nc2ccccc2n1C (stereo not drawn)	22	107	6	-6	-1	0.8	2	5	-0.1
CN(CC(=O)Nc1ccccc1Sc1ccccc1)Cc1nc2ccccc2c(=O)[nH]1	-2	124	6	-4	-17	0.7	-5	2	0.2
CCOc1ccc(NC(=O)C2CCCN(S(=O)(=O)c3cnc[nH]3)C2)cc1 (stereo not drawn)	7	88	-1	3	3	2.3	7	2	-0.3
CCOC(=O)N1CCC(NC(=O)CCc2nc(-c3ccc(C)cc3)no2)CC1	-6	91	5	0	9	1.3	3	6	-0.1
CCN(CC)c1ccc(C(=O)Nn2cnc3ccccc3c2=O)cc1	-6	107	0	0	-2	0.0	4	3	0.0
CCN1CCN(C(=O)c2ccccc2NS(=O)(=O)c2ccc(Cl)cc2)CC1	-4	89	1	1	-1	0.7	1	5	0.1
Cc1ccccc1N1CCN(C2=NC(=O)/C(=C/c3cn[nH]c3-c3ccccc3)S2)CC1	7	114	-1	-2	1	1.4	-5	1	0.5
COc1ccc(OCC(=O)Nc2ccc(N3CCN(Cc4ccccc4F)CC3)cc2)cc1	16	99	-6	-2	13	0.5	4	-3	-0.1
O=C(CSc1ccc2nnc(CCNS(=O)(=O)c3ccccc3)n2n1)Nc1nc2ccccc2s1	7	106	2	3	10	-2.6	1	4	0.0
Cc1nn(C)cc1S(=O)(=O)N1CCCC(C(=O)O)C1 (stereo not drawn)	7	95	3	3	10	0.6	7	9	-0.2
CC1Cc2ccccc2N1C(=O)CN1CCN(S(=O)(=O)c2cccs2)CC1 (stereo not drawn)	2	96	-27	.	.	.	1	-11	0.2
CCCCOc1cccc(C(=O)Nc2ccccc2N2CCCC2)c1	-12	105	7	-6	14	2.0	8	6	0.1

(next part)
structure	ZTA counter	Yeast superoxide	MCL1 BIM primary	Fam108B counter	EBNA-1 inh	MEX-5 binding	GLD-1 TGE inh	BCLXL inh	Efflux pump mplx
O=S(=O)(Nc1ccc2ccccc2c1)c1ccccc1	0	102	3	-3	4	-0.7	8	3	0.1
Cc1noc(C(=O)N(C)c2ccccc2)c1Cl	1	89	5	-4	-11	0.5	-5	10	0.1
CN(C)S(=O)(=O)c1ccc(C(=O)Nc2cc(S(=O)(=O)Nc3ccccc3Cl)ccc2N2CCCCC2)cc1	8	94	9	-2	-2	0.2	6	6	-0.1
Cc1ccc([N+](=O)[O-])cc1NC(=O)C(Sc1ccccc1)c1ccccc1 (stereo not drawn)	-10	111	13	-16	9	-0.3	3	9	-0.1
CCN1CCN(c2cc(C)c3cc(NC(=O)CCC(=O)N4CCN(c5ccccc5)CC4)ccc3n2)CC1	10	98	-2	-4	7	-0.8	2	6	-0.1
O=C(/C=C/c1ccc(Cl)cc1)OCC(=O)c1ccc[nH]1	5	98	-7	.	.	.	-1	0	-0.1
CCN(CC(=O)NCc1cccs1)S(=O)(=O)c1ccccc1Cl	-12	93	-4	0	12	1.0	-7	0	0.0
COc1ccc(N2C(=O)N[C@@H](Cc3ccccc3)C2=O)cc1OC	0	98	6	0	6	0.9	-3	4	0.0
O=C(N/N=C/c1ccc[nH]1)c1ccc(Cl)cc1	1	98	6	6	8	0.9	0	4	-2.4
CC1(C)CC(NS(=O)(=O)c2ccc3ccccc3c2)CC(C)(C)N1	-16	98	2	0	3	0.5	1	6	0.1
CCC(C)n1c(SCC(=O)NC2CCS(=O)(=O)C2)nc2ccccc2c1=O (stereo not drawn)	-4	98	-8	-1	-5	3.6	9	-1	0.1
O=C(Cn1ccc2ccccc2c1=O)NCC(=O)N1CCN(c2ccccc2F)CC1	11	111	-4	2	1	0.0	10	-2	0.2
COc1ccccc1C(=O)NCC(=O)OCCCOC(=O)CNC(=O)c1ccccc1OC	3	106	-24	2	-13	0.7	2	-17	0.1
Cc1cccc(CC2CC(=O)N(c3ncccn3)C2=O)c1 (stereo not drawn)	-10	106	5	-6	-6	1.3	-7	5	0.0
CCn1c(=O)n(CCOC)c(=O)c2c3c(sc21)CCCC3	-4	109	4	-3	-4	-1.2	6	6	0.0

Further entries:
structure	ZTA counter	Yeast superoxide	MCL1 BIM primary	Fam108B counter	EBNA-1 inh	MEX-5 binding	GLD-1 TGE inh	BCLXL inh	Efflux pump mplx
CC(=O)N1CCCc2cc(S(=O)(=O)N3CCCC(C(=O)NCc4ccccc4Cl)C3)ccc21 (stereo not drawn)	5	87	4	-4	-4	-2.4	-2	1	0.0
COc1cccc(/C=C/C(=C2/C(=O)N(c3ccccc3)N=C2C)c2ccccc2)c1OC	26	102	3	-2	-4	-2.8	-5	3	-0.1
O=C(N1CCOCC1)N1CCN(S(=O)(=O)N2CCOCC2)CC1	6	90	8	-1	0	0.5	7	10	-0.2
CSc1nc(C)nc2c1c(=O)n(C)c(=O)n2C	6	90	6	-2	0	-1.3	-4	4	-0.1
C#CCOC(=O)C[N+](C)(C)C/C=C/c1ccccc1	1	94	-4	-2	-3	-0.2	-6	4	0.1
Cc1[nH]n(-c2ncc(-c3ccc(Cl)cc3)s2)c(=O)c1C(c1ccc(Cl)cc1)C(C#N)C#N (stereo not drawn)	-5	98	0	12	-3	-1.6	2	2	-0.2
COCC(=O)N1CCCc2ccccc21	-14	102	7	2	-12	-3.2	4	3	0.3
C=CCOc1cccc(C(=O)N2CCC(CCC(=O)NC3CC3)CC2)c1	14	106	-4	-2	-6	0.8	0	4	0.1
COC(=O)C1=C(C)N(CCc2c[nH]c3ccccc23)C(=O)C1	8	105	4	3	-3	-3.0	9	4	0.0
O=C1CSC(c2cn(-c3ccccc3)nc2-c2cc3ccccc3o2)N1Cc1ccccc1 (stereo not drawn)	-2	76	3	-10	-15	-5.8	-7	-2	0.1
CCOc1ccc(C2CC(c3ccc(OC)cc3)n3ncnc3N2)cc1 (stereo not drawn)	13	95	4	1	5	0.5	-2	6	0.2
COc1cccc(/C(O)=C2/C(=O)C(=O)N(CCN3CCOCC3)C2c2cccnc2)c1 (stereo not drawn)	-17	97	-1	3	-7	1.4	6	1	0.1
CCCC(=O)Nc1ccc(NC(=O)c2ccco2)cn1	2	102	-3	-3	3	2.6	3	-4	0.1
CC(C)n1c2ccccc2c2nc3ccccc3nc21	-10	96	9	-4	-10	1.3	1	2	-0.1
Cn1c(C(=O)N2CCN(c3nc4ccccc4s3)CC2)cc2sccc21	7	91	1	0	51*	1.3	3	3	-0.2

The list continues:
structure	ZTA counter	Yeast superoxide	MCL1 BIM primary	Fam108B counter	EBNA-1 inh	MEX-5 binding	GLD-1 TGE inh	BCLXL inh	Efflux pump mplx
N#Cc1c(-c2ccccc2)nc(SCc2cccc(Cl)c2)[nH]c1=O	19	107	-4	-9	6	-9.6	0	2	1.9
CC(=O)NC12CC3CC(C1)CC(C(=O)Nc1nc4ccc(F)cc4s1)(C3)C2	-8	104	6	-6	-8	1.0	-5	6	-2.0
CCOc1ccc(CCNC(=O)CCNC(=O)c2ccccc2Cl)cc1OCC	-10	121	-10	2	-2	-2.8	2	-3	0.0
CC1(C)CC(=O)C=C(c2cccc(Cl)c2O)C1	-4	97	-1	.	.	.	2	4	0.1
Cc1ccc2c(c1)N(C(=O)CCC(=O)NC1CCCCCC1)CCO2	1	105	-5	-1	14	0.3	0	-5	0.1
CCOc1cc(CN2CCC(CO)(Cc3cccc(C(F)(F)F)c3)CC2)ccc1OC	12	94	6	2	7	1.3	1	3	-0.2
CCN1C(=O)C(NC(C)=O)c2cc(OC)ccc21 (stereo not drawn)	-5	100	1	-6	-8	-3.4	6	9	0.0
O=C1c2cccc3cccc(c23)C(=O)N1CCN1CCN(CC(O)COc2ccccc2)CC1 (stereo not drawn)	-5	91	-6	-3	3	1.9	-6	2	-4.3
CCOc1cc(C(=O)NCc2ccc3c(c2)OCO3)cc(OCC)c1OCC	-4	91	2	-2	4	1.8	-5	2	0.4
CCOc1ccc(NC(=O)CN2CCN(S(=O)(=O)c3ccc(Cl)cc3)CC2)cc1	-2	104	9	2	-3	2.5	-2	9	0.1
COc1ccccc1OCCNC(=O)c1cccc(S(=O)(=O)N2CCN(Cc3ccccc3)CC2)c1	6	106	2	.	.	.	-1	2	0.1
Cc1cc(C(C)(C)C)cc(C)c1CC1=NCCN1	-5	101	2	-1	-3	1.6	13	6	0.5
COCCNC(=O)c1cn(C)c(=O)c2cc(OC)c(OC)cc12	19	94	-4	-3	-5	-0.8	1	-3	0.1
CC1CN(S(=O)(=O)c2cccc(C(=O)OCc3cc(=O)oc4cc(O)ccc34)c2)CC(C)O1 (stereo not drawn)	6	100	4	-6	-2	-1.1	-3	7	0.0
CCOC(=O)c1[nH]cnc1C(=O)O	5	91	7	-4	-2	1.1	2	5	-0.1

Carrying on:
structure	ZTA counter	Yeast superoxide	MCL1 BIM primary	Fam108B counter	EBNA-1 inh	MEX-5 binding	GLD-1 TGE inh	BCLXL inh	Efflux pump mplx
Cc1ccc(-c2csc3ncnc(-n4nc(C)cc4N)c23)cc1	-3	108	-9	0	-8	-2.0	4	-4	0.1
CCOC(=O)C1CCN(C(=O)c2ccccc2NC(C)=O)CC1	8	105	6	4	-4	1.1	-1	3	-0.1
CC(C)(C)C(=O)CC1(O)C(=O)N(Cc2ccc(Cl)cc2)c2ccccc21 (stereo not drawn)	13	98	2	2	5	-0.5	2	1	-0.2
O=[N+]([O-])c1cc2c(c(CSc3nnnn3-c3ccc(O)cc3)c1)OCOC2	0	97	8	3	-3	-2.6	4	2	0.2
OCC1(CCOc2ccccc2)CCN(CC2=Cc3cc(Cl)ccc3OC2)CC1	-12	102	2	1	-2	1.0	5	13	0.0
COc1cccc(-c2nc(-c3ccccc3)[nH]c(=O)c2C#N)c1	-4	106	-18	-9	-4	-0.2	-4	-15	0.2
CC1C/C(=N/NC(=O)c2cccs2)CC(C)(C)C1 (stereo not drawn)	-19	98	4	1	-2	0.3	6	7	-0.1
CN(C(=O)COC(=O)c1cc2ccccc2cc1O)c1c(N)n(Cc2ccccc2)c(=O)[nH]c1=O	4	102	7	4	-4	1.7	5	4	0.2
O=C(NC1CC1)c1cc(Cl)ccc1[N+](=O)[O-]	9	99	6	-4	-1	0.0	6	4	0.0
c1ccc(N2CCN(c3nc4cc5c(cc4s3)OCCO5)CC2)cc1	12	86	2	3	3	-0.9	-3	2	-0.1
O=C(CSc1nc2cc3c(cc2c(=O)n1CCC1=CCCCC1)OCO3)NCc1ccco1	-10	103	3	0	5	-1.2	8	-2	0.1
O=C(NCCn1c(C(F)(F)F)nc2cc(C(F)(F)F)ccc21)[C@H]1CCCN1c1nc(CN2CCCCC2)cs1	-9	86	6	1	7	-0.5	2	5	-0.2
CSc1ccc(CN(C)C(=O)CNC(=O)CNS(=O)(=O)c2ccc(C)c(C)c2)cc1	-6	99	4	-2	6	0.4	12	-4	0.0
Cc1c(C(=O)OC(C)C)nnn1-c1nonc1N	-5	112	2	-1	11	1.7	2	6	0.1
C/C(=N/NC(=O)CN1CCN(Cc2ccccc2)CC1)c1ccc([N+](=O)[O-])cc1	2	98	5	0	0	1.7	6	5	0.0
NC(=O)N/N=C/c1ccccc1OCC(=O)NCc1ccccc1	3	99	2	1	1	-0.4	-5	5	0.0
